Source: PubChem
AmpC inh detg = AmpC beta-lactamase inhibition with detergent present; AmpC hydrolysis of nitrocefin, absorbance 480 nm, 0.01% Triton; hit rate 0.041% among 370,000; Potency, µM (highest dose often 114 µM), for inactives: at the top dose activity change, negative = inhibition, most hits filed as inhibitors; P00811; AID 485294;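 further: potency means the concentration at half of the fitted maximal effect; 0% = no-compound wells and -100% = no-enzyme wells; nearly all actives have a fitted effect of over 25% in size; some results filed as inactive show a strong effect at the top dose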
Target sequence (P00811 whole entry, looked up): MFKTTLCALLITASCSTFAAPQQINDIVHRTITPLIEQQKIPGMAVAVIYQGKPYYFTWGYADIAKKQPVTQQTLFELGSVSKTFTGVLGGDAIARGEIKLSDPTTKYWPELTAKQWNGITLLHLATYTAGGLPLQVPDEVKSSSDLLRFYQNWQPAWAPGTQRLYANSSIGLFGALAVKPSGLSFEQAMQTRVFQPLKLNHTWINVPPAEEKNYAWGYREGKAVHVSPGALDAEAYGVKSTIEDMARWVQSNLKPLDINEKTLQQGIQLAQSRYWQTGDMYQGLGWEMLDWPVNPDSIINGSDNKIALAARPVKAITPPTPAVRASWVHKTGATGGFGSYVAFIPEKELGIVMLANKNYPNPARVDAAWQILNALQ
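AmpC (5.3 nM in the dispensed reagent) in 20 mM phosphate pH 7.0 with 0.01% (detergent screen) or 0.0001% Triton X-100 was preincubated with compounds for 15 min at room temperature. Nitrocefin was then added from an 800 uM solution, and hydrolysis was followed at 480 nm.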
AmpC no deterg = blocks E. coli AmpC beta-lactamase in detergent-free assay | P00811 | AmpC nitrocefin hydrolysis, absorbance 480 nm, 0.0001% Triton | Potency, µM (top dose mostly 57.1 µM), inactives show at the highest dose activity change, negative = inhibition, actives largely listed as inhibitors | hit rate 0.52% among 330,000 | AID 485341;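 further: potency means the concentration at half of the fitted maximal effect; plate controls were no compound for no effect and no enzyme for full effect; nearly all actives have a fitted effect of over 20% in size; some results filed as inactive show a strong effect at the top dose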
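20 mM phosphate pH 7.0 + 0.01% (detergent screen) or 0.0001% Triton X-100; 5.3 nM AmpC reagent; cpd preinc 15 min RT; nitrocefin (800 uM stock) to start; A480 q20 s × 4 min; Activity was normalised to no-enzyme and no-compound control wells.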
Tb PYK inh = inhibitors of Trypanosoma brucei pyruvate kinase. TbPYK enzyme, Kinase-Glo Plus ATP luminescence, 45 min. Potency, µM (titrated, usually from 76.8 µM), for inactives: at the top dose activity, negative = inhibition, hits mostly inhibitors. hit rate 0.12% among 410,000. AID 624173; further: potency means the concentration at half of the fitted maximal effect; nearly all actives have a fitted effect of over 50% in size
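Quantitative HTS: titrated library compounds versus trypanosomal pyruvate kinase in TEA buffer (pH 7.2) containing KCl, MgCl2, BSA and Tween-20. Reactions were initiated with ADP, 130 uM final. Kinase-Glo Plus luminescence was read after 45 min at RT.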
Sm TGR block = inhibitors of Schistosoma mansoni thioredoxin glutathione reductase; purified TGR, DTNB reduction, TNB absorbance 405 nm; Potency, µM (top dose mostly 114 µM), inactives show top-dose activity change, negative = inhibition, hits mostly inhibitors; hit rate 3% among 360,000; AID 485364; further: potency means the concentration at half of the fitted maximal effect; nearly all actives have a fitted effect of over 60% in size
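Kinetic colorimetric format: TGR-catalysed, NADPH-driven DTNB reduction monitored via TNB absorbance. Enzyme dispensed at 20 nM; compound exposure 15 min at room temperature before reaction start.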
HCMV inh = inhibitors of human cytomegalovirus; HFF cells, HCMV-luciferase reporter, 72 h; active compounds read low; hit rate 4.5% among 410,000; AID 1259415; activity change, negative = inhibition, % at 57.5 µM; in the data active means activity change below about -60%; inconclusive means no clear call, values can overlap the other calls; inactive means above about -39%
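Human foreskin fibroblasts infected with luciferase-reporter HCMV at MOI 1 PFU/cell, compounds at two doses. Luciferase measured 72 h post infection; normalized to buffer-only basal and Salinomycin (10uM) controls.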
LmPK inh = blocks Leishmania mexicana pyruvate kinase activity; Q27686; purified LmPK, Kinase-Glo ATP luminescence, 1 h; Potency, µM (highest dose often 57.5 µM), for inactives: at the top dose activity change, negative = inhibition, hits mostly inhibitors; hit rate 0.37% among 290,000; AID 1721; further: potency means the concentration at half of the fitted maximal effect
Target sequence (Q27686 whole entry, looked up): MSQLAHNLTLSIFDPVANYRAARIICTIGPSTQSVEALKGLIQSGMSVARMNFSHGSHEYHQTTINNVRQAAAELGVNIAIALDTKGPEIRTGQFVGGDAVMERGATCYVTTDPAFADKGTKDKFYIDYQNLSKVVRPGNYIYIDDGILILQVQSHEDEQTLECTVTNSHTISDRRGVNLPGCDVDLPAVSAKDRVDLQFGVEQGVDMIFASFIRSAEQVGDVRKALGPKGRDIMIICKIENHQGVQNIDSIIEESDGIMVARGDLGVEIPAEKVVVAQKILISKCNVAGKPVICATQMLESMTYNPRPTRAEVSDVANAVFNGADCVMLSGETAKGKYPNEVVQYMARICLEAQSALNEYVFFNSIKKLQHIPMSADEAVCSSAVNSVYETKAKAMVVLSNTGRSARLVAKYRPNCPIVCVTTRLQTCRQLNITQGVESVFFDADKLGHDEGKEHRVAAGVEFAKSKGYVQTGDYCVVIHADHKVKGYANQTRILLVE
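Purified LmPK (0.1 nM) with 0.5 mM PEP and 0.1 mM ADP in imidazole buffer pH 7.2 with MgCl2/KCl, 1 h at room temperature. ATP formed was read by luciferase luminescence and normalized to no-enzyme and uninhibited controls.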
AMA1 RON2 block = AMA1-RON2 (P. falciparum) interaction inhibition; AlphaScreen AMA1-biotinylated RON2 peptide binding; Potency, µM (doses to about 58.2 µM), inactives show top-dose activity change, negative = inhibition, usual class: inhibitors; hit rate 0.2% among 360,000;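 further: potency means the concentration at half of the fitted maximal effect; 0% = vehicle wells and -100% = peptide control; nearly all actives have a fitted effect of over 45% in size; some results filed as inactive show a strong effect at the top dose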
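AMA1 (3D7) with his tag at 25 nM final met compounds first, then biotinylated RON2 peptide at 25 nM; detection used donor plus acceptor beads, 10 µg/mL apiece, read by AlphaScreen after 30 min at room temperature.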
An asterisk follows results filed as active; u = inconclusive; x = not tested or not shown; [ ] = remark or other dose. Unless noted, the call rests on the fitted dose curve; in most records, active means well fitted curve in the direction sought with a large enough effect; inconclusive means small, poorly fitted or top-dose-only effect, or another doubt; inactive means no such curve, though single readings can be large; an effect the other way counts as inactive or inconclusive. Unless noted, on the % scale 0 is the no-effect control and ±100 the full control effect.

structure	AmpC inh detg	AmpC no deterg	Tb PYK inh	Sm TGR block	HCMV inh	LmPK inh	AMA1 RON2 block
Nn1c(SCC(=O)N2CCCc3ccccc32)nncc1=O	u	2%	3%	9%	-15	6%	19%
O=C(CCN1C(=O)/C(=C\c2ccccc2)SC1=S)NNC(=O)c1ccccc1O	-3%	-40%	3%	0%	-20	10%	13%
CC1CN(Cc2ccco2)C(=S)NC1=O (stereo unspecified)	x	x	-1%	x	-34	x	-3%
COc1ccccc1CNC(=O)CN1C(=O)CCCc2ccccc21	14%	x	1%[15.4 µM]	9%	0	x	x
Cc1cc(C)c2c(c1)/C(=c1/sc3n(c1=O)CN(c1ccccc1)CN=3)C(=O)N2	-3%	-12%	-1%	2%	0	0%	-1%
Cc1ccc(C(=O)NC2(C(Cl)Cl)N=C(c3ccccc3)N=C2N)cc1 (stereo unspecified)	-11%	-24%	1%	-15%	-8	8%	-2%
COc1cc(C(=O)Nc2ccc3nc(N4CCN(C)CC4)cc(C)c3c2)cc(OC)c1OC	-1%	94%[activator]	9%	-13%	-3	-1%	-3%
CC(C)C(NC(=O)C(C)N1C(=O)c2ccccc2C1=O)c1ccccc1 (stereo unspecified)	-8%	-10%	-3%	11%	-16	-7%	2%
CCCOc1ccccc1C(=O)NCCCC(=O)O	1%	-2%	4%	5%	20	0%	14%
O=C(NNC(=O)c1cccc(S(=O)(=O)N2CCN(c3ccccc3)CC2)c1)c1ccc(Cl)cc1	-10%	-28%	5%	-2%	52	-2%	74%[activator]
Fc1cccc(C2NC(=S)NC3=C2N2CCC3CC2)c1 (stereo unspecified)	4%	-14%	7%	u	-11	-6%	46%[activator]
Cc1cc(C(=O)N/N=C/c2cccnc2)c2ccccc2n1	-9%	-13%	0%	4%	-27	-6%	5%
Cc1cc(NC(=O)COC(=O)C2CCCN2C(=O)c2cccs2)no1 (stereo unspecified)	-5%	-50%	1%	8%	-24	3%	37%[activator]
COc1ccc(OC)c2c(N3CC(C)OC(C)C3)cc(C(F)(F)F)nc12 (stereo unspecified)	2%	1%	8%	-4%	-10	-3%	-8%
Cc1cc(O)c2c(C)c(CC(=O)NCc3ccccc3Cl)c(=O)oc2c1	11%	x	-14%	0%	-4	x	x
Cc1ccc(Nc2ccc(N3CCN(c4ccc([N+](=O)[O-])cc4)CC3)nn2)cc1	5%	-22%	0%	5%	-21	-2%	3%
O=C(CSc1nc2c([nH]c3ccccc32)c(=O)n1-c1ccc(F)cc1)NCc1ccccc1	1%	x	2%	7%	-26	x	x
Cc1ccc(C)c(S(=O)(=O)NCC(c2ccco2)S(=O)(=O)c2ccc(F)cc2)c1 (stereo unspecified)	13%	x	1%	0.35µM*	-35	x	x
CC1(C(=O)Nc2cnc3ccccc3c2)CCN1Cc1ccc2c(c1)OCCO2 (stereo unspecified)	x	x	3%	x	7	x	-3%
CCOc1ccc(Br)cc1S(=O)(=O)Nc1ccc(Cl)c(S(=O)(=O)N(CC)c2ccccc2)c1	-17%	-27%	-8%	-8%	9	4%	-1%
O=C(c1ccccc1)c1ccc(N2CCOCC2)c(F)c1	-16%	-8%	1%	1%	74	-4%	7%
COc1ccc(-c2nonc2NC(=O)c2oc3ccc(F)cc3c2C)cc1OC	-3%	-5%	2%	8%	-13	7%	21%
CCOC(=O)Nc1cc(OCC)c(NC(=O)C2CC2)cc1OCC	-13%	-15%	0%	0%	-17	-6%	-2%
O=S(=O)(c1ccccc1F)N1CCN(Cc2nc3ccccc3[nH]2)CC1	-5%	2%	-5%	0%	-1	u	-25%

Reprinted at random: three compounds from above, in no set order.
structure	AmpC inh detg	AmpC no deterg	Tb PYK inh	Sm TGR block	HCMV inh	LmPK inh	AMA1 RON2 block
COc1ccc(OC)c2c(N3CC(C)OC(C)C3)cc(C(F)(F)F)nc12 (stereo unspecified)	2%	1%	8%	-4%	-10	-3%	-8%
CCOc1ccc(Br)cc1S(=O)(=O)Nc1ccc(Cl)c(S(=O)(=O)N(CC)c2ccccc2)c1	-17%	-27%	-8%	-8%	9	4%	-1%
Cc1cc(O)c2c(C)c(CC(=O)NCc3ccccc3Cl)c(=O)oc2c1	11%	x	-14%	0%	-4	x	x

(further entries)
structure	AmpC inh detg	AmpC no deterg	Tb PYK inh	Sm TGR block	HCMV inh	LmPK inh	AMA1 RON2 block
O=C(O)c1ccc(/C=N/N2CCN(c3ccccc3)CC2)cc1	u	-2%	0%	-1%	125	-9%	-4%
C=CCc1ccc2oc(C(=O)OCC)cc(=O)c2c1O	7%	-30%	-3%	-1%	15	-4%	-22%
O=C(Cc1ccc(NC(=O)C2CCN(C(=O)c3ccccc3)CC2)cc1)Nc1cccc(C(=O)N2CCCC2)c1	x	x	2%	x	0	x	-12%
CCOc1ccccc1/C=C/c1nc2ccccc2[nH]c1=O	-12%	-31%	-13%	-8%	111	-1%	-2%
CCC(=O)Nc1ccccc1C(=O)OCc1cc(=O)n2cc(C)sc2n1	4%	x	-5%	0%	10	x	x
COC(=O)NC1CC2C=CC1C1C=CC21 (stereo unspecified)	x	x	-11%	x	7	x	-1%
Cc1cc(NC(=O)c2ccc(Cn3nc(C)c(Br)c3C)o2)no1	-10%	-20%	-4%	-4%	50	-13%	u
O=C(O)CCCNC(=O)Cc1ccccc1	3%	-29%	7%	14%	0	-7%	21%
O=C(NCc1ccc2c(c1)OCO2)c1cc2c(s1)CS(=O)(=O)C2	u	-25%	1%	-2%	u	-3%	-13%
CSc1ccc(S(=O)(=O)NC(C)c2ccccc2)cc1 (stereo unspecified)	-6%	-51%	0%	x	u	5%	-10%
Cc1ccc(C(=O)NCCCN2CCN(CCCNC(=O)c3ccc(C)cc3)CC2)cc1	x	x	-9%	x	-38	x	-6%
COc1ccccc1C(=O)C(O)c1ccccc1OC (stereo unspecified)	-5%	-18%	7%	2%	-11	-1%	-15%
CCOc1ccc(N(CC(=O)NN=C2CCCC2)S(C)(=O)=O)cc1	2%	-13%	-4%	10%	-10	18%	14%
CCOC(=O)C1=C(O)/C(=C/c2ccc(OCC(=O)O)c(OC)c2)SC1=Nc1ccc(OC)cc1	-2%	5%	-5%	-16%	-19	3%	-7%
CC(=O)N1CCSc2ccc(S(=O)(=O)NCCc3ccc(C)cc3)cc21	-10%	22%	0%	-20%	0	-4%	0%
CC(=O)NCCNC(=O)[C@H](Cc1ccccc1)NC(=O)c1cccs1	-7%	-2%	3%	0%	-28	8%	-12%
COC(=O)c1ccccc1NC(=O)c1cccc(NC(=O)c2ccc(Br)o2)c1C	-7%	-7%	4%	6%	-24	-5%	0%
CCCCc1ccc(NC(=S)NCCc2ccc(S(N)(=O)=O)cc2)cc1	-1%	-35%	-2%	-16%	13	4%	10%
COc1ccc(C(O)c2cc(OC)ccc2OP(=O)(N(C)C)N(C)C)cc1 (stereo unspecified)	-12%	26%	0%	1%	-14	-1%	-5%
COc1ccc(OCc2nc(N)nc(Nc3ccccc3)n2)cc1	-1%	-15%	-28%	-3%	53	1%	-12%
CCN(CC)S(=O)(=O)c1ccc(NC(=O)COC(=O)c2cnc(C)cn2)cc1	-3%	-33%	2%	5%	-40	1%	-4%
Nc1ccccc1C(=O)OCC(=O)N1CCc2ccccc21	3%	-28%	3%	1%	13	-2%	-1%
COc1ccc(C(C)=O)cc1CSc1nc(NCc2ccc(Cl)cc2)c2ccccc2n1	11%	x	0%	-4%	u	x	x
CC(C)(C)Cc1c(-c2ccccc2)nc2ccc(Br)cn12	x	x	-11%	x	16	x	-1%
COc1ccc(Cl)cc1NC(=O)CSc1nnc(CN2CCOCC2)n1-c1ccc(Cl)cc1	-7%	212%[activator]	0%	16%	2	4%	-11%
COc1cc(/C=N\Nc2nc(-c3cccs3)c(NC(C)=O)s2)ccc1O	0%	-45%	-7%	-2%	0	-4%	6%
CCc1cccc(CC)c1N(COC)C(=O)Cn1c(CC)nc2ccccc21	10%	x	9%	-4%	-38	x	x
C=C[C@H](CC(C)C)N(Cc1ccccc1)S(=O)(=O)N(Cc1ccccc1)[C@@H](C=C)CC(C)C	x	-9%	2%	x	16	x	36%[activator]
O=C(O)c1ccc2c(c1)C(=O)N([C@H](Cc1ccc(C(F)(F)F)cc1)C(=O)O)C2=O	-8%	-20%	x	-1%	x	x	x
O=C(NNc1ccccc1)C(=O)NNS(=O)(=O)c1ccc(CCCl)cc1	7%	-31%	-3%	11%	0	4%	62%[activator]
COc1ccc(CCC(=O)N2CCN(c3cccc(C)c3C)CC2)cc1	-3%	99%[activator]	3%	-3%	-80*	-1%	-10%
Cc1ccc(S(=O)(=O)N2CCCCC2)cc1NC(=O)Cn1cnnn1	-7%	-2%	-3%	15%	-6	0%	21%
COC(=O)[C@@]1(Cc2ccc(F)cc2)[C@H]2c3cc(C(=O)N4CCCC4)n(Cc4ccccc4)c3C[C@H]2CN1C(=O)c1ccccc1	x	x	-1%	x	-26	x	-20%
CCOC(=O)c1c(NC(=O)c2ccc(S(=O)(=O)N(C)C3CCCCC3)cc2)sc2c1CCN(C(C)C)C2	-4%	x	-5%	8%	-1	x	x
Cc1cc(=O)c(C(=O)Nc2cccc(C(=O)NC3CC3)c2)nn1-c1ccccc1Cl	-4%	1%	-6%	4%	5	x	0%
O=C(NNc1nc2c(F)cccc2s1)C1COc2ccccc2O1 (stereo unspecified)	1%	-51%	-6%	5%	14	0%	37%[activator]
CC[C@@]12C(=O)N(c3cccc(Br)c3)C(=O)N1[C@H](c1ccc(OC)cc1)[C@@H]1C(=O)N(C(C)(C)C)C(=O)[C@@H]12	u	174%[activator]	10%	-4%	u	x	-1%
COc1ccc(OC)c(NC(=O)N2c3ccccc3Sc3ccccc32)c1	-1%	x	1%	8%	3	x	x
CCCOc1ccc(-c2nc3ccccc3c(=O)o2)cc1	-4%	x	-2%	0%	104	x	x
NC(=O)CSCc1c(Cl)cccc1Cl	-14%	-14%	-9%	11%	1	-1%	1%
COc1cc2[nH]c(=S)n(Cc3ccco3)c(=O)c2cc1OC	0%	2%	-4%	-13%	3	6%	46%[activator]
